Source: PubChem
TNAP activation fold = human TNAP enzyme activators, primary screen, biochemical, luminescent, no phosphate acceptor, uHTS (AID 1001). purified TNAP, luminescent activation assay, no phosphate acceptor; higher activation fold means a stronger effect. activation fold at 20 µM; hits with a dose series show EC50 in µM. 0.03% of 200,000 active; in the data active = activation fold from about 3, or a potency from the dose series; inactive = the rest, 99 in 100 with activation fold below about 1.6; note: many of its hits are not listed in these tables
P. falciparum M1AAP = P. falciparum M1AAP inhibitors, biochemical, fluorogenic H-Leu-NHMec substrate, 1536-well (AID 1445); recombinant M1AAP, H-Leu-NHMec fluorogenic kinetic assay; higher % means a stronger effect; inhibition, % at 30 µM; hits with a dose series show IC50 in µM; 0.42% of 220,000 active;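 active = primary inhibition above the hit cutoff, then over 50% inhibition at one or more dose response concentrations, cut at about 23% in these data, passing the limit was not always enough; inconclusive = conflicting primary data, or primary hits not chosen for dose response; inactive = low primary inhibition, or under 50% at every dose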;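 note: plate controls were DMSO full reaction for no effect and no enzyme background for full effect; strong numbers were not always called active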
K1F lysis inhibition = inhibition of K1F phage lysis, E. coli UTI89, bacterial capsule biogenesis inhibitors, alamar blue (AID 488966). E. coli UTI89 K1F phage lysis, alamar blue, 2 h; higher % means a stronger effect. 0.02% of 340,000 active. inhibition, % at 100 µM; hits with a dose series show IC50 in µM;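 active = phage lysis inhibition, versus mean bacterial control, above a set limit; inconclusive = no clear call, values can overlap the other calls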;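 note: capsule biogenesis inhibitors block K1F phage lysis so surviving cells raise fluorescence; higher fluorescence means more inhibition of phage lysis; actives were called in the ten point dose series up to 300 µM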
Myeloid diff MLP = compounds promoting myeloid differentiation | ER-HoxA9 myeloid progenitors, lysozyme-GFP differentiation, flow cytometry | calls only at 10 µM | 1% of 360,000 active | AID 624256;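 active = normalized GFP-positive differentiation at or above the plate's own cutoff, the solvent-only control mean plus 3 SD; inconclusive = no clear call, values can overlap the other calls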;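 note: cells exposed to compound for four days before flow analysis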
Hep lipid drop = hepatic lipid droplet formation modulation | AML12 mouse hepatocytes, oleate lipid droplets, BODIPY imaging | inhibition, % at 6.5 µM | 0.4% of 240,000 active;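 active = lipid droplet intensity inhibited by at least 50%, with more than 500 cells counted; inconclusive = wells with under 300 cells, treated as cytotoxic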
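Material: mouse AML12 hepatocyte cell line, fixed after treatment; Timing: compound with oleate, overnight; Technique: high-content imaging of BODIPY-stained droplets and DAPI nuclei; Probe or stimulus: oleate, 100 µM final; Dosing: compound at 6.5 µM only.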
human PMI inhibitors = human PMI inhibitors, high substrate, primary screen, biochemical, fluorescence intensity, high mannose 6-phosphate (AID 1220); recombinant PMI enzyme, coupled fluorescence intensity; higher % means a stronger effect; 0.66% of 190,000 active; inhibition, % at 20 µM, or IC50 in µM where a hit was titrated
WT yeast gro inh = growth inhibition of WT yeast, mitochondrial fusion screen. 2.1% of 190,000 active. inhibition, % at 10 µM. mitochondrial fusion phenotypic screen, WT strain; in the data active = inhibition above about 58%; tested in S. cerevisiae
PMI inhibitors = inhibitors of human PMI, primary screen, biochemical, fluorescence intensity, coupled assay (AID 1209); purified PMI enzyme, coupled fluorescence intensity; higher % means a stronger effect; 0.42% of 190,000 active; one-dose inhibition, % at 20 µM; IC50 in µM for titrated hits;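 note: plate controls were DMSO vehicle for no effect and wells lacking substrate for full effect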
ER stress rescue = rescue of cells from ER stress-induced death, primary screen, 384-well, CSM14.1, thapsigargin, ATP luminescence (AID 1222). CSM14.1 thapsigargin-induced death rescue, ATP luminescence; higher % means a stronger effect. cellular ATP content (survival), % at 20 µM, or EC50 in µM where a hit was titrated. 190,000 tested, under 10 active;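 active = EC50 below 50 µM in the dose-response confirmation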;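 note: death triggered by thapsigargin at about 15 µM added after 2 h compound pretreatment; cell ATP read after overnight thapsigargin exposure of roughly 18 to 22 hours; normalized against plate controls of thapsigargin alone and 5% DMSO vehicle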
WT yeast gro inh mutant strain = recorded beside WT yeast gro inh, whose call it bears; inhibition, %; mitochondrial fusion phenotypic screen, mutant strain inhibition
Hep lipid drop cells 6.5 µM = also measured in Hep lipid drop; calls as there; cell count; measured here: cell count, cytotoxicity flag;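 cells counted across two imaged fields per well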
Myeloid diff MLP GFP+ MAC1+ % = second read-out of Myeloid diff MLP, no call of its own (marks repeat the call); GFP+ MAC1+ double positive, %; measured here: differentiation confirmed by MAC1 staining
* hit, by the source's call; i = inactive; u = inconclusive; x = no result given; + = active, no number. Cut-off read from the data, not from the text of the source, unless noted: active = inhibition above about 50%; inactive = the rest. Rows are unselected; any-hit rate near 4.6%.

SMILES	TNAP activation fold	P. falciparum M1AAP	K1F lysis inhibition	Myeloid diff MLP	Myeloid diff MLP GFP+ MAC1+ %	Hep lipid drop	Hep lipid drop cells 6.5 µM	human PMI inhibitors	WT yeast gro inh	WT yeast gro inh mutant strain	PMI inhibitors	ER stress rescue
N#Cc1ccc(CSc2nnc(NC(=O)c3ccc(=O)[nH]c3)s2)cc1	x	7%	0.2%	i	0.2	9	746	x	x	x	x	x
CN1CCN(c2nc3ccccn3c(=O)c2/C=C(\C#N)S(=O)(=O)c2ccccc2)CC1	x	15%	-1.1%	i	0.1	22	738	x	x	x	x	x
CC1=NNC(=O)C1CCC(=O)N/N=C/c1ccco1 (stereo unspecified)	1.1	3%	2.1%	i	0.1	14	703	2%	-10	-3	-2%	-0.8%
Cn1c(Cc2csc(N)n2)nnc1SC/C=C/c1ccccc1	1.1	-1%	0.4%	i	0.0	0	749	-3%	5	-1	1%	3.9%
CN1CCN(C(=O)C2(NC(=O)Nc3cccc(F)c3)CCCCC2)CC1	1	4%	-1.1%	i	1.0	-6	716	12%	6	18	13%	-2.9%
Cc1ccc(OCCn2cnc(Cl)c2Cl)cc1	1	2%	0.3%	i	0.4	-3	748	-6%	-4	-5	1%	0.5%
CN1CCC(N(C)CC(C)(C)NS(=O)(=O)c2ccccc2)CC1	x	1%	-0.1%	i	0.6	1	730	x	x	x	x	x
CCOC(=O)C1CCN(S(=O)(=O)c2ccc(-n3cnnn3)c(C)c2)CC1	1	3%	3.0%	i	1.6	x	x	0%	5	18	-1%	-1.4%
Cc1c(C)c2cc(Cl)c(O)c(CN3CCN(C)CC3)c2oc1=O	1.1	u	-0.6%	i	0.8	x	x	23%	7	-3	9%	-1.7%
Cc1cc(C)n2nc(C(=O)Nc3ccc(N4CCOCC4)cc3)nc2n1	1	4%	3.3%	i	0.4	7	748	-15%	-16	-9	-10%	0.5%
Cc1cccc(C2c3[nH]c4ccccc4c3CCN2C(=O)c2nn(C)c(=O)c3ccccc23)n1 (stereo unspecified)	1	3%	-1.0%	i	0.0	-40	660	7%	31	14	20%	1.8%
COc1ccccc1-c1noc(-c2cccs2)n1	1.1	-5%	0.5%	i	11	x	x	-1%	13	-7	6%	-0.9%
O=C(OCC(=O)N1CCN(C(=O)c2ccco2)CC1)c1cc(-c2ccco2)nc2ccccc12	1	14%	1.4%	i	7.8	x	x	-63%	2	17	-14%	-1.7%
CCOC(=O)C1(Cc2ccc(OC)cc2)CCN(C(=O)c2cccc3nccnc23)CC1	1.1	-11%	0.0%	i	0.3	-6	730	-4%	-6	5	-3%	-2.3%
Cc1cccn2cc(COc3ccc(-c4ccccc4)cc3)nc12	1.1	3%	1.1%	+	16*	0	666	-2%	80*	75*	6%	1.9%
Cc1ccc(NC(=O)CSc2nc(N)cc(=O)[nH]2)cc1S(=O)(=O)N1CCOCC1	x	8%	0.1%	i	0.3	5	724	x	x	x	x	x
COc1ccc([C@H]2CC(=O)c3c(O)cc(O)cc3O2)cc1O	x	5%	0.0%	i	0.3	-7	708	x	x	x	x	x
NC(=O)C1CCN(Cc2nc(-c3ccccc3)no2)CC1	1.1	2%	0.3%	i	0.9	x	x	10%	-15	-10	8%	0.4%
C=CCn1c(SCC(=O)Nc2ccc3c(c2)OCO3)nnc1-c1ccccc1	1.1	3%	0.1%	i	1.2	x	x	26%	-14	-25	7%	-0.9%
CCOC(=O)c1c(NC(=O)CSc2nnnn2-c2ccc(OC)cc2)sc(C)c1C	1	-1%	1.3%	i	8.9	-26	787	15%	-4	-6	60%*	4.6%
CCOc1ccccc1NC(=S)N(CCOC)C1CCN(C(C)=O)CC1	x	8%	0.0%	i	0.5	15	674	x	x	x	x	x
CCP(=O)(c1cccc([N+](=O)[O-])c1)c1cccc([N+](=O)[O-])c1	x	2%	1.3%	i	0.9	-7	693	x	x	x	x	x
CC(C)c1ccc(NC(=S)NC2CCN(Cc3ccccc3)CC2)cc1	1.2	8%	-0.1%	i	1.2	-1	595	5%	18	20	11%	-2.2%
CCC(=O)OCC(=O)Nc1cc([N+](=O)[O-])ccc1OC	1.1	4%	0.4%	i	0.4	-24	659	-2%	2	17	-4%	-1.0%
CCO[C@H]1OC(C(=O)NCc2ccccc2)=C[C@@H](C2CCCCC2)[C@@H]1CCCO	1.1	-2%	0.7%	i	1.4	-2	754	4%	6	8	9%	2.8%
S=c1[nH]nc(CCc2ccccc2)n1Cc1ccccc1	0.8	-2%	-2.5%	i	1.3	x	x	8%	-6	7	8%	2.5%
O=C(Cn1nnc2ccccc21)Nc1ccc(Cl)cn1	0.9	-6%	0.1%	i	0.4	-5	736	-8%	-9	7	-10%	1.5%
Cc1cccc2c(C(=O)Nc3ccc(Br)cc3)cc(-c3ccccn3)nc12	1.1	21%	1.2%	i	0.5	x	x	0%	9	8	-8%	-1.1%
COc1ccc(NC(=O)c2ccc(-n3c(C)ccc3C)cc2)c(OC)c1	1.1	6%	0.1%	i	0.3	3	680	5%	5	-10	-5%	-0.3%
Cc1cc(C)nc(SCC(=O)NN)n1	1.1	-2%	0.8%	i	0.1	2	711	-2%	-9	-2	4%	-0.6%

Among those listed so far, 4 have two or more sulfur atoms.
SMILES	TNAP activation fold	P. falciparum M1AAP	K1F lysis inhibition	Myeloid diff MLP	Myeloid diff MLP GFP+ MAC1+ %	Hep lipid drop	Hep lipid drop cells 6.5 µM	human PMI inhibitors	WT yeast gro inh	WT yeast gro inh mutant strain	PMI inhibitors	ER stress rescue
N#Cc1ccc(CSc2nnc(NC(=O)c3ccc(=O)[nH]c3)s2)cc1	x	7%	0.2%	i	0.2	9	746	x	x	x	x	x
Cn1c(Cc2csc(N)n2)nnc1SC/C=C/c1ccccc1	1.1	-1%	0.4%	i	0.0	0	749	-3%	5	-1	1%	3.9%
Cc1ccc(NC(=O)CSc2nc(N)cc(=O)[nH]2)cc1S(=O)(=O)N1CCOCC1	x	8%	0.1%	i	0.3	5	724	x	x	x	x	x
CCOC(=O)c1c(NC(=O)CSc2nnnn2-c2ccc(OC)cc2)sc(C)c1C	1	-1%	1.3%	i	8.9	-26	787	15%	-4	-6	60%*	4.6%

Taken from above:
Reading of CCOc1ccccc1NC(=S)N(CCOC)C1CCN(C(C)=O)CC1 under K1F lysis inhibition: 0.0%
Reading of COc1ccc([C@H]2CC(=O)c3c(O)cc(O)cc3O2)cc1O under P. falciparum M1AAP: 5%

New compounds follow
SMILES	TNAP activation fold	P. falciparum M1AAP	K1F lysis inhibition	Myeloid diff MLP	Myeloid diff MLP GFP+ MAC1+ %	Hep lipid drop	Hep lipid drop cells 6.5 µM	human PMI inhibitors	WT yeast gro inh	WT yeast gro inh mutant strain	PMI inhibitors	ER stress rescue
Cn1c(=O)[nH]c(=O)c2c1nc(CN1CCN(c3cccc(Cl)c3)CC1)n2CCc1ccccc1	1.1	2%	0.0%	i	0.6	2	763	-2%	8	5	6%	-0.7%
O=C(CCCn1c(=O)c2ccccc2n(Cc2ccccc2)c1=O)NCc1ccco1	1.2	7%	0.2%	i	1.4	-5	798	1%	-7	12	1%	-0.4%
O=C(NC1CCCC1)c1cc(Cl)ccc1[N+](=O)[O-]	1.1	6%	0.3%	i	0.6	21	708	4%	-8	2	-1%	-0.4%
CCCCNC(=O)C1CCN(S(=O)(=O)c2c(C)noc2/C=C\c2ccc(OC)cc2)CC1	1.1	17%	-2.2%	i	9.7	x	x	-3%	-4	-3	-1%	-1.0%
CCOC(=O)N1CCN(C(=O)Cn2ccc3ccccc3c2=O)CC1	1.1	3%	2.8%	i	0.8	15	618	13%	0	6	15%	0.0%
CSc1cccc(NC(=O)C2CCN(S(=O)(=O)c3ccc(F)cc3)CC2)c1	1.3	-1%	0.5%	i	6.0	-1	749	1%	19	3	14%	0.1%
COc1cccc(C2C=C(c3ccc(Br)s3)Nc3ncnn32)c1OC (stereo unspecified)	1.1	u	0.3%	i	0.9	18	645	-84%	21	0	-39%	2.3%
O=C1CC(N2CCC(c3nc4ccccc4s3)CC2)C(=O)N1 (stereo unspecified)	1.1	-3%	-0.7%	i	0.5	14	691	14%	-1	11	10%	x
COc1ccc(/C=N/n2c(-c3cc(C)[nH]n3)n[nH]c2=S)cc1	x	4%	0.2%	i	0.5	-17	638	x	x	x	x	x
CCCn1nnc(NC(=O)c2cccc(OCC)c2)n1	1.1	12%	0.1%	i	0.8	5	781	4%	-15	-17	5%	-2.1%
CC(=O)Nc1ccc(-c2csc(Nc3ccc(Cl)cn3)n2)cc1	1.1	4%	0.7%	i	0.3	3	685	8%	19	14	2%	-0.1%

3 structures already listed, sorted by length of the SMILES, falling.
SMILES	TNAP activation fold	P. falciparum M1AAP	K1F lysis inhibition	Myeloid diff MLP	Myeloid diff MLP GFP+ MAC1+ %	Hep lipid drop	Hep lipid drop cells 6.5 µM	human PMI inhibitors	WT yeast gro inh	WT yeast gro inh mutant strain	PMI inhibitors	ER stress rescue
N#Cc1ccc(CSc2nnc(NC(=O)c3ccc(=O)[nH]c3)s2)cc1	x	7%	0.2%	i	0.2	9	746	x	x	x	x	x
CN1CCC(N(C)CC(C)(C)NS(=O)(=O)c2ccccc2)CC1	x	1%	-0.1%	i	0.6	1	730	x	x	x	x	x
O=C(NC1CCCC1)c1cc(Cl)ccc1[N+](=O)[O-]	1.1	6%	0.3%	i	0.6	21	708	4%	-8	2	-1%	-0.4%
